Screening data deposited in PubChem by several laboratories.
Mtb FBA inh: inhibitors of M. tuberculosis fructose-bisphosphate aldolase; 360,000 compounds, 2.3% hits; AID 588726; inhibition, % at 1 µM; purified M. tuberculosis FBA, fluorescence read-out; P9WQA3; in the data active = inhibition above about 27%;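 also: 0% = vehicle and 100% = reference inhibitor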
Target sequence (P9WQA3 whole entry, looked up): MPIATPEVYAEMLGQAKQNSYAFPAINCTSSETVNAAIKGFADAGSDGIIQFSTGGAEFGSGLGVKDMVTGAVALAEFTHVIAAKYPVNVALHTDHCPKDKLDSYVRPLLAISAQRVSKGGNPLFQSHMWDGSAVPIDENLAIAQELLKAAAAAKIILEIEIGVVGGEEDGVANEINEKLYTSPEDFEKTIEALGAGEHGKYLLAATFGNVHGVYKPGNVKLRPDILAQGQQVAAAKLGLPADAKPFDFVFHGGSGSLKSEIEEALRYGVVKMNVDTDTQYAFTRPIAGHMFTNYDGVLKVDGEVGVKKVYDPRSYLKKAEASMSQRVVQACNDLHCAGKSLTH
GDH-TPI inh: counter-screen for M. tuberculosis FBA inhibitors: GDH-TPI coupled enzymes; GDH-TPI coupled enzyme counterscreen, NADH absorbance; inhibition, % at 4.8 µM; 360,000 compounds, 1.2% hits; AID 588335; in the data active = inhibition above about 30%;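 also: 0% = DMSO wells and 100% = wells lacking the enzyme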
Mtb BioA inh: BioA (M. tuberculosis) enzyme inhibition; purified M. tuberculosis BioA enzyme, plate reader; inhibition, % at 9.99 µM; 360,000 compounds, 0.096% hits; in the data active = inhibition above about 40%
MazF activator: MazEF (E. coli) toxin RNase activation; P0AE70; FAM/BHQ RNA-DNA oligo cleavage fluorescence, 5 h; activation, % at 20 µM; 350,000 compounds, 0.32% hits; AID 504720; in the data active = activation above about 50%
Target sequence (P0AE70 whole entry, looked up): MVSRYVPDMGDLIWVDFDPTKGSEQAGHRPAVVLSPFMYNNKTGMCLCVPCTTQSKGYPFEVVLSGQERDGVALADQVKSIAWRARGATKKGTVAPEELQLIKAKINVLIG
SARS 3CLpro inh: SARS-CoV 3CLpro protease inhibition | 290,000 compounds, 0.14% hits | inhibition, % at 6 µM | recombinant SARS-CoV 3CLpro, quenched FRET peptide cleavage; in the data active = inhibition above about 12%
Mtb UGM inh: Mtb UDP-galactopyranose mutase inhibition; inhibition, % at 10 µM; purified UGM, fluorescence polarization probe displacement; 320,000 compounds, 0.06% hits; AID 504406; P9WIQ1; in the data active = inhibition above about 10%, passing the limit was not always enough
SSB-PriA inh: inhibitors of Klebsiella pneumoniae PriA binding to SSB C-terminal tail; AlphaScreen SSBct-PriA binding, biotinylated peptide; inhibition, % at 33 µM; 430,000 compounds, 0.6% hits; AID 1272365; in the data active = inhibition mostly above about 37%, no sharp cut-off; inactive = mostly below about 20%;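 also: plate controls were negative control peptide for no effect and reference peptide for full effect; strong numbers were not always called active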
VHR inh abs: DUSP3 (human) phosphatase inhibition; P51452; recombinant VHR phosphatase, pNPP absorbance; inhibition, % at 13.3 µM; 290,000 compounds, 0.52% hits; AID 1654; in the data active = inhibition above about 50%; also: some compounds called inactive have numbers as strong as hits
Target sequence (P51452 whole entry, looked up): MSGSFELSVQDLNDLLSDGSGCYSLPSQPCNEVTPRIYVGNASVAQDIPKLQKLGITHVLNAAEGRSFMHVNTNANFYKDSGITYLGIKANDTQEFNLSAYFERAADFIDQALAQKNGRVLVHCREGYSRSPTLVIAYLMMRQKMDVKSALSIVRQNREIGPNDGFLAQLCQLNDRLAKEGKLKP
Rv3671c protease: Rv3671c (M. tuberculosis) protease inhibition | inhibition, % at 5.96 µM | 320,000 compounds, 0.048% hits | AID 2606; in the data active = inhibition above about 38%;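 also: extracellular domain of Rv3671c used as enzyme; 0% = enzyme with DMSO and 100% = no enzyme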
Target sequence (P9WHR9 whole entry, looked up, the tested form may be a part): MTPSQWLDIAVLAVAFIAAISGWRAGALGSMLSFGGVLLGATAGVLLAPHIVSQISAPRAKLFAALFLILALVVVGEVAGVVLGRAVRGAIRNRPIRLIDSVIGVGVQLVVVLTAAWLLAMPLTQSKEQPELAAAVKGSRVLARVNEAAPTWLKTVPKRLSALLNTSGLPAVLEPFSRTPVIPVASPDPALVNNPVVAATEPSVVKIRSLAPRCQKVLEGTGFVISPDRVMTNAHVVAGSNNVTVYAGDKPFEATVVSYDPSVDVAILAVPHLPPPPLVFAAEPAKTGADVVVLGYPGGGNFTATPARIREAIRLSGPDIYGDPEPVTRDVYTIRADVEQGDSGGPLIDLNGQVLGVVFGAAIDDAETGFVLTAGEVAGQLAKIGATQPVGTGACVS
BH1578 lux ind: inducers of Vibrio cholerae quorum light production without autoinducers; activation, % at 18.7 µM; V. cholerae BH1578 lux reporter, luminescence, 6 h; 350,000 compounds, 0.16% hits; in the data active = activation mostly above about 9.7%, no sharp cut-off; also: not every result past the cut was called active; inactives centre near 0; reference of the scale not given here
An asterisk follows results filed as active; i = inactive; · = no result given; & = joins results of further samples.

SMILES	Mtb FBA inh	GDH-TPI inh	Mtb BioA inh	MazF activator	SARS 3CLpro inh	Mtb UGM inh	SSB-PriA inh	VHR inh abs	Rv3671c protease	BH1578 lux ind
CC(C)c1ccc(CN2CC(C(=O)O)CC2=O)cc1 (configuration not stated)	0	-4	-0.5	-1	5	1.9	-2	20	7	-2.5
COc1ccc(C2C(C(=O)c3ccco3)=C(O)C(=O)N2CCN2CCOCC2)c(OC)c1 (configuration not stated)	2	13	-1.2	-15	-8	-2.3	-13	-15	1	i
Cc1nc(C)n(C(C)CC(=O)O)n1 (configuration not stated)	-4	9	0.9	3	-2	-3.7	3	26	2	i
Cc1nn(C(=O)/C(C#N)=C/N(C)C)c(C)c1C	3	3	·	-32	0	-1.1	-18	13	1	0.7
O=P(Oc1ccccc1)(Oc1ccccc1)N1CCOCC1	-1	-5	0.2	0	·	·	-18	·	·	i
CC(C)(C)c1ccc(/C([O-])=C(/C(=S)NCc2ccco2)[n+]2ccccc2)cc1	·	·	·	·	2	0.9	·	14	2	·
CCCn1c(=O)c(C(=O)NCc2cccnc2)c(O)c2ccccc21	1	8	-1.6	5	-3	1.3	-4	21	-14	-12
Cn1c(=O)c2c(nc(C3CC4C5CCC(C5)C4C3)n2C)n(C)c1=O (configuration not stated)	-2	7	·	1	·	·	-9	·	·	-1.6
COc1ccc(OC)c(S(=O)(=O)N2CCN(C(=O)c3cc(C4CC4)nn3-c3ccccc3)CC2)c1	2	5	0.2	1	·	5.8	-4	·	-7	-0.3
Cc1[nH]c2ccc(F)cc2c(=O)c1SC(F)(F)C(F)F	1	-2	4.6	-1	1	-1.3	-7	13	3	i
Cc1ccc(NC(=O)CN(C)C(=O)CSc2nc3ccccc3o2)cc1	3	6	1.1	3	-2	-0.5	7	32	-3	-0.3
O=CN1CCN(C(=O)CC(c2ccccc2)c2cc(Br)ccc2O)CC1 (configuration not stated)	2	14	-0.7	3	0	0.0	0	-25	-2	i
O=C1C(=Cc2ccccc2O)SC(=S)N1CCCN1CCOCC1	2	10	0.0	5	·	·	·	·	·	-0.5
COc1ccc(C(=O)OCCN2CCOCC2)cc1OC	4	5	-1.4	2	-1	1.6	-4	36	1	i
O=C(O)COc1ccc(/C=N/NC(=O)Cc2ccc(Cl)cc2)cc1	-1	10	-1.8	-14	3	0.1	i	36	1	i
Cc1ccc(S(=O)(=O)Nc2cccc(C(=O)NC3CCN(Cc4ccccc4)CC3)c2)cc1F	3	11	1.6	6	·	1.9	7	·	1	-0.3
COc1ccc(N2CC(C(=O)NCc3ccco3)CC2=O)cc1 (configuration not stated)	1	-22	-1.6	-5	5	-1.3	1	-3	-3	i
COc1cccc(C(C)(O)c2nc(-c3cc4ccccc4o3)cs2)c1 (configuration not stated)	-1	3	-2.3	·	·	·	·	·	·	-0.9
Oc1ccc(N=Cc2ccc(O)c(O)c2)cc1	-6	16	·	13	-3	2.6	9	13	-13	-0.3
Cn1nc(NC(=O)C(F)(F)F)c2ncc(-c3ccc(Cl)cc3)nc21	4	23	·	-3	-1	-1.9	-18	26	-3	0.5
CC1CCC2(CC1)NC(=O)N(Cc1nc(-c3ccccc3)no1)C2=O (configuration not stated)	-1	-2	1.7	1	3	-0.3	-18	-9	0	-0.4
Cc1ccc2c(c1)N(CC(=O)N1CCCCCC1)C(=O)CO2	4	-7	·	-6	3	-1.2	-2	4	-10	-0.5
COc1cccc(NC(=O)n2nc(N)cc2-c2ccc(Cl)cc2)c1	0	13	-1.4	-6	2	1.4	-1	19	2	-0.3
O=C(NCc1ccc(Cl)cc1)C1CCC(CNS(=O)(=O)c2ccccc2)CC1 (configuration not stated)	2	7	-1.1	-2	0	0.1	-9	-11	-7	-0.5
CCC(=O)Nn1c(C)nnc1C	5	7	0.3	-6	-2	-0.7	-6	24	0	i
COc1ccc(C(=S)N2CCN(c3cccc(Cl)c3)CC2)c(OC)c1	0	-4	·	2	7	0.8	-3	16	-5	1.6
Cc1c(NC(=O)C(C)OC(=O)c2cc(Cl)ccc2O)c(=O)n(-c2ccccc2)n1C (configuration not stated)	1	2	1.6	-1	4	4.9	3	-7	3	i
Cc1cc(C(=O)O)cc(S(=O)(=O)NNC(=O)c2cccs2)c1C	3	-4	-5.3	-6	1	5.3	-6	-16	2	-1.4
COc1ccccc1Nc1nc(N)nc(CN2CCOCC2)n1	0	-3	-0.3	0	4	3.0	-20	5	1	-0.3
COc1ccc(CCNCC(=O)Nc2c(C)cc(C)cc2C)cc1OC	0	-3	-1.2	-12	4	5.0	-9	9	-4	i
Cc1ccc(S(=O)(=O)N2CCOCC2)cc1NC(=O)CNCc1ccccn1	0	0	-1.0	3	-4	0.3	44*	7	7	-0.4
NC(=O)c1cccc(S(=O)(=O)N2CC(c3ccccc3)CC2=O)c1 (configuration not stated)	-1	5	4.3	0	-2	1.3	-10	25	7	-0.5
COCCN(C(=O)COC(=O)C1=COCCO1)c1c(N)n(Cc2ccccc2)c(=O)[nH]c1=O	0	-5	-0.5	6	2	-2.1	0	-23	-3	-0.8
CCC(c1nnnn1Cc1ccccc1)N1CCN(c2ccc(OC)cc2)CC1 (configuration not stated)	-7	-6	·	-8	0	-1.4	14	25	8	-0.4
CC(C)Nc1nc2cccnc2s1	0	5	·	5	-1	0.5	-18	31	7	-0.5
Cc1occc1C(=O)Nc1nn[nH]n1	-7	-4	·	4	-1	-2.3	-1	-8	-2	-1.4
CCC(C)[C@H](NC(=O)N1CCn2c1nc1ccccc12)C(=O)NCC1CCCO1 (some centres not stated)	1	5	0.1	-10	8	2.9	-8	0	-13	-20
COc1ccc(C(C)C)cc1S(=O)(=O)N1CC(C)OC(C)C1 (configuration not stated)	0	-16	1.3	0	5	-0.8	-11	13	6	i
COc1ccc(CC(=O)NCCc2cnc[nH]2)cc1	2	14	-2.3	-4	-1	-1.3	-18	-47	0	i
CCCCn1c(N)c(N(CCOC)C(=O)CCN2C(=O)C3CC=CCC3C2=O)c(=O)[nH]c1=O (configuration not stated)	-2	-13	-1.1	7	·	·	8	·	·	-6.2
CC(C)[C@H](NC(=O)c1ccccc1)C(=O)NC1=NCCS1	-4	-5	-0.5	7	·	-1.2	-21	·	-1	i
O=C(O)c1ccc2c(c1Sc1ccccc1)C(=O)c1ccccc1C2=O	·	·	·	·	0	-0.1	·	36	-1	·
COc1ccc(NC(=O)CCNC(=O)N2CC(=O)Nc3ccccc32)c(OC)c1	3	5	-5.0	-6	-1	-1.9	-8	-10	-2	-0.5
OC(CNC1CCCCCC1)COc1cccc2ccccc12 (configuration not stated)	-1	-7	-2.0	12	-3	-1.6	10	16	-1	0.7
Cn1c(C(=O)O)c(CC(=O)N2CCC(Cc3ccccc3)CC2)c2ccccc21	0	-4	-0.8	-2	3	3.6	-14	43	-19	-0.2
COc1ccc(C(=O)OCC(=O)Nc2ccc(F)c(F)c2)cc1OC	6	2	-0.8	10	0	-2.9	-6	0	-14	0.0
COc1cc(/C=N/NC(=O)CN(Cc2ccccc2)S(=O)(=O)c2ccc3c(c2)OCCO3)ccc1O	3	11	·	-7	4	-0.9	·	2	7	i
CC(NC(N)=O)C(=O)NCC(=O)OCc1ccccc1 (configuration not stated)	1	-6	·	6	0	-2.1	-8	32	-2	0.1
CN(C(=O)COC(=O)c1ccc(S(=O)(=O)N2CCCC2)cc1)c1ccccc1	1	2	·	-1	-2	-1.6	5	22	2	i
Cc1ccc(C2=NOC(=O)/C2=C\C=C\c2ccccc2)cc1	-2	0	0.7	9	0	·	-5	9	·	i

Remaining list, next part.
SMILES	Mtb FBA inh	GDH-TPI inh	Mtb BioA inh	MazF activator	SARS 3CLpro inh	Mtb UGM inh	SSB-PriA inh	VHR inh abs	Rv3671c protease	BH1578 lux ind
O=C(NCc1ccco1)c1nn2cccnc2c1Cl	2	-1	·	2	-3	0.6	-2	20	-2	-0.7
O=S(=O)(c1ccc(Br)cc1)N1CCOC12CCCCC2	-2	-1	·	1	0	0.9	-19	9	0	3.9
CSCC[C@H](NC(=O)COc1ccc(Cl)cc1Cl)c1nc2ccccc2[nH]1	2	5	-1.7	-1	2	-0.4	-8	-8	3	-0.3
CC1CC(C)(C)C2=NCCN21 (configuration not stated)	1	4	-0.6	6	·	·	·	·	·	i
O=C(CCN1CCN(Cc2ccccc2)CC1)Nc1cccc(Br)c1	0	-6	0.0	2	-3	0.9	0	·	3	i
Cc1cc(C)cc(Nc2nc3c([nH]2)c(=O)n(C)c(=O)n3C)c1	2	0	-0.2	2	1	-1.3	-8	-11	4	-0.4
CC1CCCCC12NC(=O)N(Cn1nnc3ccccc3c1=O)C2=O (configuration not stated)	0	0	17	-6	6	-1.2	-2	27	-7	-0.7
COc1ccccc1N(CC(=O)NC1CCCCC1)C(=O)CNC(=O)c1cccs1	-4	16	0.3	-2	-1	-1.6	-12	-2	-10	-0.3
CN(C(=O)c1ccncc1)C1CC(C)(C)N(O)C(C)(C)C1	2	1	-0.2	10	0	2.4	-10	-23	6	i
CC(C)c1nc(SCC(=O)NC2CCCC2)c2c(=O)n(C)c(=O)n(C)c2n1	0	-2	-0.2	-6	7	-0.4	-8&-10	14	5	3.4

5 entries from above, with two lines to a compound.
Every second line gives: Mtb FBA inh, GDH-TPI inh, Mtb BioA inh, MazF activator, SARS 3CLpro inh, Mtb UGM inh, SSB-PriA inh, VHR inh abs, Rv3671c protease, BH1578 lux ind
> O=S(=O)(c1ccc(Br)cc1)N1CCOC12CCCCC2
    -2, -1, ·, 1, 0, 0.9, -19, 9, 0, 3.9
> CSCC[C@H](NC(=O)COc1ccc(Cl)cc1Cl)c1nc2ccccc2[nH]1
    2, 5, -1.7, -1, 2, -0.4, -8, -8, 3, -0.3
> CC1CC(C)(C)C2=NCCN21 (configuration not stated)
    1, 4, -0.6, 6, ·, ·, ·, ·, ·, i
> O=C(CCN1CCN(Cc2ccccc2)CC1)Nc1cccc(Br)c1
    0, -6, 0.0, 2, -3, 0.9, 0, ·, 3, i
> Cc1cc(C)cc(Nc2nc3c([nH]2)c(=O)n(C)c(=O)n3C)c1
    2, 0, -0.2, 2, 1, -1.3, -8, -11, 4, -0.4

(listing goes on)
SMILES	Mtb FBA inh	GDH-TPI inh	Mtb BioA inh	MazF activator	SARS 3CLpro inh	Mtb UGM inh	SSB-PriA inh	VHR inh abs	Rv3671c protease	BH1578 lux ind
O=C(CCl)N1CCN(S(=O)(=O)Cc2ccccc2)CC1	2	3	-6.9	-16	·	3.3	0	·	-5	-2.5
COc1cc(/C=C2\SC(=S)N(NC(=O)c3ccncc3)C2=O)ccc1O	-22	3	·	-140	3	-26	-6	12	-79	0.0
C[C@@H]1CN([C@H](C)CO)C(=O)CCCn2nncc2CO[C@H]1CN(C)C(=O)c1ccccc1	-3	-11	1.2&-0.7	0	·	·	·	·	·	-2.1
Cn1c(SCCC(=O)O)nnc1-c1ccncc1	1	2	-1.3	2	0	-1.8	-16&-4&-14	4	1	i
C=CCn1c(Cc2cccs2)nnc1SCC(=O)NC1CC1	0	-1	0.5	6	-3	-2.2	-30	14	-5	i
COc1cc(SC)ccc1C(=O)OCc1nc2ccsc2c(=O)[nH]1	-1	18	-0.8	1	·	1.4	-2	·	-3	-1.8
CCCCCCOc1ccc(OCC(O)CN2C(=O)NC(C)(C)C2=O)cc1 (configuration not stated)	2	6	0.0	-3	0	4.2	2	12	6	-0.5
Cc1ccc(OCCNC(=O)c2cc(C3CC3)nc3c2cnn3C(C)C)cc1	3	2	-1.6	-2	·	1.9	-3	·	-9	i
O=C(NCc1ccc(F)c(F)c1)C1Cc2c(-c3ccc4c(c3)OCO4)ccnc2O1 (configuration not stated)	49*	-2	2.9	·	·	·	·	·	·	i
COc1nc(C#N)c(N2CCOCC2)o1	0	6	-1.1	6	-9	0.7	-2	5	-5	1.3
CCCCn1nc(CC(=O)O)c2ccccc2c1=O	2	7	-3.8	6	1	-0.7	-6	-4	-2	i
CC(CCC(=O)O)C1CCC2C3C(O)CC4CC(O)CCC4(C)C3CC(O)C12C (configuration not stated)	-2&2	-2&-10	-0.1&0.8	11	0	1.6	-18	10	1	-0.3&-0.3

The list is partial, so the mix of outcomes need not match the whole.
